NOD2 inhibition: NOD2 signaling inhibitors, cell-based, luminescence, uHTS, HEK293 (AID 1566); hit rate 0.63% among 290,000; HEK293 NOD2/NF-kB luciferase reporter, luminescence; higher % means a stronger effect; one-dose inhibition, % at 4 µM; EC50 in µM for titrated hits; further: many of its hits are not listed in these tables
KOR beta-arrestin-1: KOR antagonists, beta-arrestin recruitment, cell-based, luminescence, uHTS (AID 1778); hit rate 0.091% among 290,000; inhibition, % at 10 µM; hits with a dose series show IC50 in µM; KOR beta-arrestin recruitment, luminescence, antagonist mode; higher % means a stronger effect; Kappa-type opioid receptor (Homo sapiens); further: strong numbers were not always called active
GPR55 antagonists: GPR55 antagonists blocking LPI-driven arrestin recruitment, primary screen, imaging, U2OS, beta-arrestin-GFP, LPI agonist (AID 2013) | U2OS GPR55 beta-arrestin-GFP translocation imaging, LPI antagonism; higher % means a stronger effect | inhibition, % at 10 µM, or IC50 in µM where a hit was titrated | hit rate 0.13% among 290,000 | G-protein coupled receptor 55 (Homo sapiens);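 active means spots per cell inhibited over 60%, with over 100 cells counted and total cytoplasm intensity under 500,000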;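 further: U2OS cells stably carrying GPR55 and arrestin-GFP stimulated by 5 µM LPI near EC80; imaged beta-arrestin-GFP aggregate spots per cell after agonist stimulation; plate controls were LPI-stimulated DMSO wells for no effect and DMSO wells without LPI for full effect; some results filed as inactive read as strong as hits; confirmed hits need IC50 under 10 µM and bright autofluorescent wells are also inconclusive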
GPR55 activation: GPR55 agonists via beta-arrestin recruitment, primary screen, imaging, U2OS cells, beta-arrestin-GFP redistribution (AID 1961); G-protein coupled receptor 55 (Homo sapiens); U2OS GPR55 beta-arrestin-GFP redistribution imaging; higher % means a stronger effect; hit rate 0.048% among 290,000; activation, % at 10 µM; hits with a dose series show EC50 in µM;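 active means activation above 40% with more than 50 cells counted in the well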;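 further: U2OS osteosarcoma cells stably expressing GPR55 and beta-arrestin-GFP; plate controls were DMSO negative control for no effect and LPI positive control for full effect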
HIV fusion peptide: inhibitors of HIV fusion peptide binding, primary screen, biochemical, uHTS, fluorescence dequenching (AID 1986); cell-free peptide binding, fluorescence dequenching, 30 min; higher % means a stronger effect; inhibition, % at 20 µM; hits with a dose series show IC50 in µM; hit rate 0.3% among 290,000; in the data active means inhibition mostly above about 52%, no sharp cut-off; inactive means mostly below about 76%; further: some results filed as inactive read as strong as hits
KOR beta-arrestin-2: KOR agonists, beta-arrestin recruitment, primary screen, cell-based, luminescence, uHTS (AID 1777); Kappa-type opioid receptor (Homo sapiens); KOR beta-arrestin recruitment, luminescence; higher % means a stronger effect; activation, % at 10 µM; hits with a dose series show EC50 in µM; hit rate 0.02% among 280,000; in the data active means activation above about 50%, passing the limit was not always enough; further: a part of the inactive calls stands beside numbers as strong as those of hits
NOD1 NF-kB reporter: NOD1 signaling inhibitors, primary screen, cell-based, luminescence, uHTS (AID 1578); NOD1-driven NF-kB luciferase reporter cells, luminescence; higher % means a stronger effect; one-dose inhibition, % at 4 µM; EC50 in µM for titrated hits; hit rate 1% among 290,000; in the data active means inhibition mostly above about 36%, no sharp cut-off; inactive means mostly below about 34%;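 further: HEK-293T reporter cells stimulated with the NOD1 agonist gamma-tri-DAP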
Rac1 GTP hydrolysis: MgcRacGAP GTPase-activating activity inhibitors, confirmation, biochemical, ADP Hunter fluorescence | MgcRacGAP-stimulated Rac1 GTP hydrolysis, ADP Hunter fluorescence; higher % means a stronger effect; GST-tagged Rac1 F28L mutant substrate | Rac GTPase-activating protein 1 (Homo sapiens) | hit rate 0.6% among 340,000 | inhibition, % at 30 µM; hits with a dose series show IC50 in µM;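 active means first-screen hits whose inhibition reached a set limit at any dose in the follow-up dose series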;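 further: fluorescence reports GDP produced by GAP-driven GTP hydrolysis; strong numbers were not always called active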
Large T inhibition: SV40 large T antigen inhibitors, biochemical (AID 1903); SV40 large T antigen ATPase/helicase inhibition assay; higher % means a stronger effect; inhibition, % at 20 µM; hits with a dose series show IC50 in µM; hit rate 0.39% among 310,000; in the data active means a potency from the dose series; further: strong numbers were not always called active
The depositor's hits bear a star; . = not tested or not shown; [ ] = remark or other dose. Unless noted, no stated cut-off is given here; in the data, active means inhibition above about 50%; inactive means the rest.

SMILES	NOD2 inhibition	KOR beta-arrestin-1	GPR55 antagonists	GPR55 activation	HIV fusion peptide	KOR beta-arrestin-2	NOD1 NF-kB reporter	Rac1 GTP hydrolysis	Large T inhibition
Cc1c(CN2CCC(CO)(CCOc3ccccc3)CC2)[nH]c2c(Cl)cccc12	-2%	-52%[20 µM]	12%	-0.1%	-1.1%	.	-5%	8%	9%
Cc1cc(C)cc(NS(=O)(=O)c2ccc3c(c2)c(=O)n(C)c(=O)n3C)c1	30%	-13%	1%	0.0%	-0.2%	-10%	69%	-6%	22%
N/C(COc1cccc(Cl)c1)=N\O	-16%	-13%	10%	-0.2%	-0.9%	2.4%	-7%	-13%	12%
O=C(N/N=C/c1ccc2ncccc2c1)c1cccc([N+](=O)[O-])c1	7%	-11%	3%	-0.2%	-2.1%	-1.2%	-24%	7%	7%
CC(C)[C@H](NC(=O)c1cccc(S(=O)(=O)N2CCOCC2)c1)C(=O)Nc1nc2ccccc2s1	-32%	14%	5%	-0.2%	1.1%	4.2%	-36%	6%	12%
Cc1ccc(C(C)NC(=O)c2ccncc2)c(C)c1 (stereo not drawn)	-9%	-2%	-7%	-0.1%	0.6%	1.2%	-19%	2%	-1%
CCN(CC)CCNC(=S)Nc1ccc(Cl)cc1	-3%	2%	8%	0.5%	-3.5%	-3.9%	-24%	4%	2%
Cc1cccc(NC(=O)CSc2nnc([C@@H]3CCCN3C(=O)OC(C)(C)C)o2)c1C	-1%	11%	16%	-0.2%	-2.2%	2.2%	36%	4%	6%
CC(NC(=O)CN1CCOCC1)c1ccc(F)cc1 (stereo not drawn)	13%	3%	2%	0.4%	1.3%	-4.5%	-2%	4%	13%
COc1ccc(CC(=O)Nc2c(C(=O)N3CCN(c4ccccc4OC)CC3)oc3ccccc23)cc1OC	10%	-3%	-6%	0.0%	-0.6%	-3.8%	-9%	-14%	0%

Looked up above.
Cc1cccc(NC(=O)CSc2nnc([C@@H]3CCCN3C(=O)OC(C)(C)C)o2)c1C @ NOD1 NF-kB reporter: 36%
Cc1ccc(C(C)NC(=O)c2ccncc2)c(C)c1 (stereo not drawn) @ GPR55 antagonists: -7%

Other results follow:
SMILES	NOD2 inhibition	KOR beta-arrestin-1	GPR55 antagonists	GPR55 activation	HIV fusion peptide	KOR beta-arrestin-2	NOD1 NF-kB reporter	Rac1 GTP hydrolysis	Large T inhibition
Cc1[nH]c2ccccc2c1C(=O)Cn1c(=O)oc2ccccc21	12%	-2%	11%	0.0%	-0.6%	0.7%	-14%	10%	-4%
COc1ccccc1CNC(=O)COC(=O)c1nccnc1N	5%	3%	8%	-0.1%	0.0%	2.1%	-26%	4%	1%
O=P(COc1ccccc1)(c1ccccc1)c1ccccc1	8%	15%	-9%	-0.1%	-0.7%	8.9%	-5%	10%	-9%
O=C(CCc1ccccc1)NNC(=O)c1ccc(NC(=O)c2ccccc2)cc1	-18%	-17%	14%	0.5%	4.8%	-1.1%	-43%	1%	2%
O=C(NCC1CCCO1)c1ccc(Cl)c(S(=O)(=O)N2CCCCC2)c1 (stereo not drawn)	17%	4%	-1%	-0.1%	-0.2%	5.0%	-15%	9%	6%
Cc1ccc(C(=O)OCC(=O)Nc2ccc3c(c2)OCO3)cc1S(=O)(=O)N1CCOCC1	19%	-21%	4%	0.2%	1.7%	4.9%	9%	10%	-1%
N#Cc1c(SCC(N)=O)nc2c(c1-c1ccc(O)cc1)CCCC2	11%	-45%	1%	-0.2%	-0.1%	3.0%	24%	7%	8%
O=C(CNC(=O)c1ccc(F)cc1)c1ccc(Cl)cc1	-54%	-14%	2%	-0.2%	0.0%	3.6%	-25%	3%	-2%
CCCOc1ccc(C(=O)N2CCN(Cc3ccc4c(c3)OCO4)CC2)cc1	13%	-44%[20 µM]	0%	0.0%	-2.1%	0.8%	-13%	4%	8%
CCOc1cc(C2C(C(=O)c3ccco3)=C(O)C(=O)N2CCc2ccccc2)ccc1O (stereo not drawn)	6%	26%	21%	-0.1%	-2.1%	2.4%	-23%	7%	-3%
COCCNC(=S)N1CCc2cc(OC)c(OC)cc2C1COc1ccc(F)cc1 (stereo not drawn)	-5%	-44%	-3%	-0.3%	-0.2%	-1.2%	-29%	7%	11%
CCC(Oc1ccc(Br)cc1Cl)C(=O)Nc1nnc(C2CC2)s1 (stereo not drawn)	1%	4%	-1%	-0.1%	6.0%	-0.5%	-10%	5%	5%
CC(=O)Nc1nc2ccc(NC(=O)c3ccco3)cc2s1	-35%	-23%	-6%	0.3%	-1.8%	0.5%	-11%	5%	11%
CCOC(=O)C(C(=O)OCC)C(CC(=O)C1CC1)c1ccccc1 (stereo not drawn)	-6%	1%	7%	-0.1%	1.5%	-0.4%	-10%	11%	-3%
CC(C)C(=O)N1c2ccccc2NC2=C(C(=O)CCC2)C1c1ccc(N(C)C)cc1 (stereo not drawn)	0%	4%	-2%	-0.2%	-3.4%	-0.6%	-6%	3%	10%
CC(=O)c1ccc(N2CCN(C(=S)Nc3cc(C)ccc3C)CC2)cc1	-10%	14%	10%	-0.1%	1.0%	1.3%	-12%	13%	10%
CCCNC(=O)c1ccc2nc(-c3ccccc3)c(-c3ccccc3)nc2c1	22%	-6%	19%	0.1%	1.2%	-5.8%	4%	8%	14%
CCOCCCNC(=O)C(Cc1ccccc1)NS(=O)(=O)c1ccc2c(c1)c(=O)n(C)c(=O)n2C (stereo not drawn)	-3%	0%	2%	-0.4%	-1.6%	-0.8%	9%	5%	13%
Cc1nnc(SCc2cc(=O)[nH]c(/N=C(\N)Nc3ccccc3Sc3ccccc3)n2)s1	2%	-17%	-3%	-0.3%	6.8%	0.8%	-17%	8%	-3%
CCCCn1c(N)c(N(CCC(C)C)C(=O)C2=COCCO2)c(=O)[nH]c1=O	0%	17%	11%	0.0%	1.5%	0.4%	-31%	6%	-5%
O=C(NCc1ccccc1)C(c1ccc(F)cc1)N(C(=O)c1csnn1)C1CCCC1 (stereo not drawn)	4%	-26%	5%	0.0%	0.5%	-4.7%	0%	6%	7%
CC(=O)Nc1ccc(OCCC[n+]2ccccc2)cc1	16%	10%[20 µM]	13%	-0.1%	-1.0%	.	-3%	7%	8%
CC1(C)CC(=O)C(C(c2ccc(Br)cc2)C2C(=O)CC(C)(C)CC2=O)C(=O)C1	13%	-31%[20 µM]	0%	0.3%	1.4%	4.3%	-38%	10%	11%
C/C(Cc1ccccc1)=N\NC(=O)CNC(=O)c1ccc(Cl)cc1Cl	-9%	6%	0%	0.4%	-1.1%	3.2%	-1%	.	1%
NC(=O)CC(NC(=O)Cc1ccc(Cl)cc1)c1ccc(N2CCC(Cc3ccccc3)CC2)c([N+](=O)[O-])c1 (stereo not drawn)	-18%	-52%[20 µM]	-7%	-0.3%	0.0%	0.4%	-6%	-11%	-1%
Nc1nc(-c2ccccn2)nc(N)c1Cc1c(F)cccc1Cl	-61%	-33%	14%	0.9%	0.2%	-11%	36%	0%	5%
CCOc1ccc(N(CC(=O)Nc2cccc(N(C)S(C)(=O)=O)c2)S(=O)(=O)c2ccccc2)cc1	-4%	-13%	3%	0.0%	-1.4%	1.3%	-7%	7%	7%
COc1nc(-c2ccccc2)cc(-c2ccccc2)n1	-6%	2%	-5%	-0.2%	-2.0%	.	-13%	9%	0%
CC1(C)CC(=O)c2cn3nc(C(F)(F)F)nc3nc2C1	-17%	-35%	-10%	-0.1%	0.0%	-1.2%	4%	0%	3%
O=C(c1ccccc1)c1cccc(NC(=O)c2ccco2)c1	-29%	0%	-5%	-0.3%	0.2%	-1.3%	-41%	10%	1%
O=C1/C(=C/c2cccs2)SC(=S)N1C1CCS(=O)(=O)C1 (stereo not drawn)	22%	21%	6%	0.7%	-1.0%	1.1%	12%	.	11%
O=C(NC1CCCCC1)c1ccc(CS(=O)Cc2ccccc2Cl)o1 (stereo not drawn)	3%	15%	4%	-0.1%	0.5%	-0.5%	-14%	4%	16%
CN(CC(=O)Nc1ccc(N2CCOCC2)cc1)C(=O)C1CCCC1	14%	-4%	11%	0.9%	-1.0%	2.8%	-20%	2%	6%
CCOC(=O)c1cnc(-n2nc(C)cc2C)nc1N1CCOCC1	-7%	-14%	-2%	-0.3%	0.9%	20%	2%	6%	-2%
C=CCSc1nc(=O)n2ccccc2n1	-2%	-32%	6%	0.9%	-0.5%	0.9%	-26%	-1%	9%
COc1cc(/C=C2\CCOC2=O)cc(OC)c1OC	-11%	33%	4%	0.5%	-0.1%	7.6%	-10%	11%	3%
COc1ccc(OCC(=O)N2CCN(C(=O)c3ccco3)CC2)cc1	16%	-8%	-5%	-0.2%	-1.1%	0.0%	12%	8%	17%
Cc1cccc(OCc2nnc(SCC(=O)N3c4ccccc4CCc4ccccc43)o2)c1	7%	-10%	-2%	-1.9%	0.2%	3.0%	11%	-5%	5%
CCOC(=O)c1sc(NC(=O)CNCc2ccccn2)c(C(=O)OCC)c1C	2%	48%	14%	0.3%	2.8%	-1.4%	-1%	26%	0%
COc1ccccc1Nc1nc(NCc2ccco2)c2ccccc2n1	21%	-6%	18%	0.2%	-1.8%	0.6%	1%	.	9%
CCOc1ccc(S(=O)(=O)N2CC(=O)Nc3ccccc32)cc1C#N	7%	-10%	-5%	0.9%	1.5%	-4.4%	1%	7%	5%
Cc1ccc(S(=O)(=O)N2CCN(C(=O)Cn3nc(C(=O)O)c4ccccc4c3=O)CC2)cc1	-4%	28%	1%	0.9%	-0.8%	1.2%	-7%	.	5%
COc1ccccc1CSc1ncc(-c2ccc([N+](=O)[O-])cc2)[nH]1	-51%	-11%	0%	0.2%	0.3%	-1.8%	-38%	8%	4%
Oc1[nH]c2ccccc2c1N=Nc1nc(Nc2ccccc2)nc(N2CCOCC2)n1	.	19%	17%	-0.1%	-4.3%	7.0%	.	8%	12%
O=C(NNS(=O)(=O)c1ccccc1)c1ccc(S(=O)(=O)N2CCCCC2)cc1	7%	-9%	-1%	-0.4%	0.7%	8.6%	-31%	1%	-1%
CCOC(=O)c1c(-c2ccccc2)csc1NC(=O)CSc1ccccc1	22%	-22%	-15%	-0.1%	0.7%	5.0%	27%	8%	4%
CCOC(=O)C1=C(C)Nc2ccccc2N=C1NC(=O)c1cccc(S(=O)(=O)NCc2ccccc2)c1	4%	-29%	4%	0.0%	0.2%	0.2%	-2%	6%	10%
Cc1noc(C(=O)Nc2ccc(C#N)cc2)c1Cl	-11%	11%	3%	0.2%	-1.1%	-2.6%	-7%	12%	16%

Screens deposited in PubChem BioAssay by several laboratories.

A portion of the library, so the mix of outcomes need not match the whole.
